From PubChem
M4 PAM: human M4 muscarinic receptor positive allosteric modulators, primary screen, CHO-K1 cells, Fluo-8 calcium fluorescence; Muscarinic acetylcholine receptor M4 (Homo sapiens), P08173; CHO-K1 hM4/Gqi5, ACh EC20; 0% = ACh EC20, 100% = maximal ACh; activation, % at 3 µM; 360,000 tested, 0.4% active;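 active means activation above its plate's cutoff, the mean activation of sample wells plus 3 SD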; further: some results filed as inactive read as strong as hits
Target sequence (P08173 whole entry, looked up): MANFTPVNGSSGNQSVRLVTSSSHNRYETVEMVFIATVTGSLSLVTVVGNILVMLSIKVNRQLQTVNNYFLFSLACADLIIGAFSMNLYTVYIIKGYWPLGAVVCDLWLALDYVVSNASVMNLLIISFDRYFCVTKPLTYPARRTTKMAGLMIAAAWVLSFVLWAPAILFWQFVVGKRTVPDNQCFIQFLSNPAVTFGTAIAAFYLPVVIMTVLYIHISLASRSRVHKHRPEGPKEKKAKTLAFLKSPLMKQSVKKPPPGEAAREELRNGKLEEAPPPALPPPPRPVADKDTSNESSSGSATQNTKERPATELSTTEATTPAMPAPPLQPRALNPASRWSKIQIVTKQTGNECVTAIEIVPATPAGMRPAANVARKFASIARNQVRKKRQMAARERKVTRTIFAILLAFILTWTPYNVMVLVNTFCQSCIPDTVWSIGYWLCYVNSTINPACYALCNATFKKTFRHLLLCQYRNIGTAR
CHRM4 agonist: human M4 muscarinic receptor agonists, primary screen, CHO-K1 cells, Fluo-8 calcium fluorescence; CHO-K1 hM4/Gqi5; vehicle 0%, full acetylcholine response 100%; activation, % at 3 µM; 360,000 tested, 0.14% active; AID 624127, 2012;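 active means activation above the run mean over all test wells plus 3 SD, cut at about 32% in these data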;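 further: peak over basal fluorescence ratio per well then scaled between controls; 0% = DMSO wells and 100% = acetylcholine at EC100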
CHO-K1 Ca PAM: nonselective calcium activators in parental CHO-K1 cells, primary screen, counter-screen for M1 PAM project, cell-based, Fluo-8 calcium fluorescence, full deck, 1536-well | activation, % at 3 µM | 360,000 tested, 0.02% active | ATP EC20; 0% at ATP EC20, 100% at ATP max | AID 602247, 2012;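 active means activation above the run cutoff, the mean activation of all test compounds plus 3 SD, cut at about 40% in these data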;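 further: peak over basal fluorescence ratio in a 140 s read after ATP addition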
CHO-K1 Ca antag: M1 antagonist counterscreen hit in parental CHO-K1 cells; ATP-induced calcium, Fluo-8 fluorescence; 360,000 tested, 0.6% active; inhibition, % at 3 µM; AID 602250;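 active means inhibition above a per-plate cutoff, the plate's mean sample inhibition plus 3 SD, cut at about 24% in these data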;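 further: 0% = DMSO plus EC80 ATP and 100% = DMSO alone without ATP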
CHO-K1 Ca ag: counter-screen for M1 agonists: effect in parental CHO-K1 cells | Fluo-8 calcium fluorescence; scaled to maximal ATP response, vehicle zero | activation, % at 3 µM | 360,000 tested, 0.48% active; in the data active means activation above about 15%;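 further: untransfected CHO-K1 host cells lacking M1 receptor as counterscreen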
CHRM4 antagonist: human M4 muscarinic receptor antagonists, primary screen, CHO cells, Fluo-8 calcium fluorescence; Muscarinic acetylcholine receptor M4 (Homo sapiens), P08173; CHO-hM4 cells, ACh EC80; inhibition, % at 3 µM; 360,000 tested, 0.73% active;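 active means inhibition above its plate's cutoff, the mean inhibition of sample wells plus 3 SD, cut at about 27% in these data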;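 further: 0% = acetylcholine EC80 with DMSO and 100% = DMSO without agonist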
M5 PAM: human M5 muscarinic receptor positive allosteric modulators, primary screen, CHO-K1 cells, Fluo-8 calcium fluorescence. AID 624038, 2012. Muscarinic acetylcholine receptor M5 (Homo sapiens), P08912. 360,000 tested, 0.3% active. CHO-K1 hM5, ACh EC20 PAM; 0% = ACh EC20, 100% = ACh EC100. activation, % at 3 µM;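 active means activation above the run cutoff, the mean activation of all test compounds plus 3 SD, cut at about 18% in these data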
Target sequence (P08912 whole entry, looked up): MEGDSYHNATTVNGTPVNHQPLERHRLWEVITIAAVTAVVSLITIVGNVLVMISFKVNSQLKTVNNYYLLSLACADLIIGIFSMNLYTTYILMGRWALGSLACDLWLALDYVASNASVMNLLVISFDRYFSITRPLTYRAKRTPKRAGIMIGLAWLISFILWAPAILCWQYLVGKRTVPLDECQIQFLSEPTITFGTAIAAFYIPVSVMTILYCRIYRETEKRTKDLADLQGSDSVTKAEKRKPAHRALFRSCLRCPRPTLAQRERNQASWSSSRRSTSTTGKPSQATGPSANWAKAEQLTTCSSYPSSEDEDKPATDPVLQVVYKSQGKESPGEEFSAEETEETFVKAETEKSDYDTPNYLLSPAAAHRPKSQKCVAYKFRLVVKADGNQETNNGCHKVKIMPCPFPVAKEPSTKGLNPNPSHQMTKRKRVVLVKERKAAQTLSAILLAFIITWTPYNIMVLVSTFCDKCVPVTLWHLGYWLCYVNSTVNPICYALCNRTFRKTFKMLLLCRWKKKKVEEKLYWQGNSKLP
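Assay system: CHO-K1 hM5 cells / Incubation: Fluo-8 loading 80 min at 37 °C plus 30 min room temperature / Technique: Fluo-8 calcium dye fluorescence, kinetic read / Repeats: single replicate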
CHRM5 agonist: human M5 muscarinic receptor agonists, primary screen, CHO-K1 cells, Fluo-8 calcium fluorescence. Muscarinic acetylcholine receptor M5 (Homo sapiens), P08912. CHO-K1 hM5 cells; 0% DMSO wells, 100% maximal acetylcholine response. activation, % at 3 µM. 360,000 tested, 0.19% active. AID 624037, 2012;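 active means activation above the run's mean over test compounds plus 3 SD, cut at about 23% in these data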;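 further: signal is peak over basal fluorescence ratio across the kinetic read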
M5 antag: human M5 muscarinic receptor antagonists, primary screen, CHO cells, Fluo-8 calcium fluorescence. CHO-hM5 cells, ACh EC80. Muscarinic acetylcholine receptor M5 (Homo sapiens), P08912. 360,000 tested, 0.59% active. inhibition, % at 3 µM;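 active means inhibition above a per-plate cutoff, the mean of that plate's test compounds plus 3 SD, cut at about 27% in these data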;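 further: 0% = acetylcholine EC80 with DMSO and 100% = DMSO without agonist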
* hit, by the source's call; . = not tested or not shown.

SMILES	M4 PAM	CHRM4 agonist	CHO-K1 Ca PAM	CHO-K1 Ca antag	CHO-K1 Ca ag	CHRM4 antagonist	M5 PAM	CHRM5 agonist	M5 antag
COc1cccc(C2=NN(C(=O)c3cccs3)C(O)(C(F)(F)F)C2)c1 (centres undefined)	-7	-2	18	-26	-0.4	-12	-10	-9	8
Cn1c([N+](=O)[O-])cnc1N1CCN(c2nncs2)C1=O	-6	0	1	-2	0.9	3	5	-5	-1
CC(=O)NCCC(=O)Nc1cc(S(=O)(=O)N2CCOCC2)ccc1Oc1ccccc1	2	1	5	-12	1.0	-10	6	-3	-1
CC(=O)Nc1ccc(NC(=O)CN(c2ccccc2Cl)S(C)(=O)=O)cc1	11	2	28	-31	0.6	1	5	3	-7
COCCCn1c(C(=O)Nc2ccc3c(c2)OCO3)cc2c(=O)n3cccc(C)c3nc21	0	2	24	-10	0.7	-11	7	1	-14
Cc1nnc(SCC(=O)N2CCCC(N3CCN(c4ccc(F)cc4)CC3)C2)o1 (centres undefined)	-8	1	-8	20	7.4	19	-5	-5	12
O=C(CCC(=O)OCC(F)(F)C(F)F)Nc1ccc(Cl)cc1	-5	0	16	-1	0.7	7	-3	-1	11
CC1=C(C(=O)N2CCCCCC2)CC(CC(=O)NCCc2ccccn2)C(=O)N1Cc1ccc(C(C)(C)C)cc1 (centres undefined)	-3	4	-6	6	2.6	2	-8	0	-1
CCOc1c(Br)cc(CNCc2cccs2)cc1OC	16	1	16	-9	0.4	-4	1	0	9
COc1ccccc1NC(C)C(=O)N/N=C/c1cccs1 (centres undefined)	-2	1	-1	-7	-0.5	6	-8	-3	24
O=C(CSc1nnnn1-c1ccc2c(c1)OCO2)NCc1cccs1	-1	1	8	-9	0.2	-5	-1	-2	6
CC(C)N(C(=O)COC(=O)CCC(=O)c1cccs1)c1ccccc1	15	2	-5	-4	1.2	-7	4	5	2
COc1ccc(NC(=O)c2ccc3c(c2)C(=O)N(Cc2cccnc2)C3=O)cc1	-2	1	19	-13	0.5	5	3	2	-6
COc1ccc(NS(=O)(=O)c2cc(NC(=O)Cc3cccs3)ccc2C)cc1	11	0	14	-4	0.6	0	-6	-1	-3
CC(c1ccco1)N(C(=O)c1ccccc1NS(=O)(=O)c1cc([N+](=O)[O-])ccc1Cl)c1ccccn1 (centres undefined)	-18	15	19	-13	6.3	4	-8	0	-4
CC(C)(C)[C@H]1COC(=O)[C@H](NC(=O)OCC2c3ccccc3-c3ccccc32)C/C=C\C[C@@H](CC(=O)N[C@@H](CO)Cc2ccccc2)C(=O)N1	6	0	12	-7	-0.1	-5	-8	1	6
Cc1nnc(SCC(=O)NCC(=O)Nc2ccc(F)c(F)c2F)n1N	0	1	4	-3	6.9	-4	-6	0	21
Cc1ccc(C)c(N2CCN(C(=O)C3CCCN(S(=O)(=O)c4cnc[nH]4)C3)CC2)c1 (centres undefined)	-5	1	-10	23	0.2	0	-8	1	9
Cc1cnc(C(=O)OCC(=O)Nc2cc(Cl)cc(Cl)c2)cn1	8	2	4	-5	0.2	-7	11	4	-2
Cc1ccc(O)c(-c2cc(-c3cccc(Br)c3)n[nH]2)c1	-4	0	-8	5	-0.1	6	-6	-4	3
NC(=O)c1ccc(NC(=O)COc2ccc([N+](=O)[O-])cc2Cl)cc1	-4	3	5	-3	0.9	-5	-8	-2	-7
S=c1nc(NCCc2ccccc2Cl)c2ccccc2[nH]1	-5	11	5	-4	12	-4	-11	8	9
Cc1ccc(N=Nc2[nH]c3ccccc3c2O)cc1	-3	2	24	-6	2.0	6	-1	1	0
O=C(c1cc2ccccc2oc1=O)N(Cc1ccccc1)CC1CCCO1 (centres undefined)	1	2	1	-7	1.0	5	-7	-5	-7

Copied from the listing for reference:
SMILES	M4 PAM	CHRM4 agonist	CHO-K1 Ca PAM	CHO-K1 Ca antag	CHO-K1 Ca ag	CHRM4 antagonist	M5 PAM	CHRM5 agonist	M5 antag
NC(=O)c1ccc(NC(=O)COc2ccc([N+](=O)[O-])cc2Cl)cc1	-4	3	5	-3	0.9	-5	-8	-2	-7
S=c1nc(NCCc2ccccc2Cl)c2ccccc2[nH]1	-5	11	5	-4	12	-4	-11	8	9
Cc1ccc(N=Nc2[nH]c3ccccc3c2O)cc1	-3	2	24	-6	2.0	6	-1	1	0
O=C(c1cc2ccccc2oc1=O)N(Cc1ccccc1)CC1CCCO1 (centres undefined)	1	2	1	-7	1.0	5	-7	-5	-7

New compounds follow
SMILES	M4 PAM	CHRM4 agonist	CHO-K1 Ca PAM	CHO-K1 Ca antag	CHO-K1 Ca ag	CHRM4 antagonist	M5 PAM	CHRM5 agonist	M5 antag
C/C(Nc1ccccc1)=C(/C#N)C(N)=O	-2	2	-3	6	1.7	-12	6	-3	-13
CN(CC(=O)Nc1ccc(F)c(F)c1F)C(=O)CCN1C(=O)C2CCCCC2C1=O (centres undefined)	2	0	19	0	0.8	9	-2	0	10
COc1ccc(CCNC(=O)CCSc2nc(-c3ccco3)cc(C(F)(F)F)n2)cc1	7	0	-9	23	-0.5	7	4	2	2
O=C(COC(=O)CNC(=O)c1ccc(Cl)cc1Cl)NNC(=O)c1ccccc1	-2	-1	1	-11	0.1	12	10	0	8
CCN(CC)Cc1c(O)ccc2c(C)c(CC(=O)OC)c(=O)oc12	25	1	15	-6	1.0	0	8	-4	-7
Cn1c(=O)n(CCCOc2ccc(Br)cc2)c2ccccc21	8	-1	31	-8	1.7	2	3	-6	0
COc1ccc(Oc2cnn(-c3ccccc3)c(=O)c2Br)cc1	5	-1	18	-18	2.4	-2	4	-3	2
CC(C)Nc1nnc(SC(C)C(=O)N(C)C2CCCCC2)s1 (centres undefined)	5	0	13	7	-0.3	3	-3	-2	6
C/C(=N\NC(=O)c1ccccc1C)c1cccnc1	-1	2	11	-10	0.7	-17	-2	-4	0
CCN(CC)CC(=O)NC1CC(C)(C)Cc2c1cnn2-c1ccc(F)cc1 (centres undefined)	1	1	7	-4	-0.1	9	3	1	0
COc1cc(CC(=O)NC(c2ccccc2)c2ccccc2)cc(OC)c1OC	2	1	2	-10	0.6	-3	-2	-4	7
CCOC(=O)Cc1csc(NC(=O)c2ccncc2)n1	-2	5	12	4	1.4	-7	-6	4	4
CCN(C/C=C/c1ccccc1OC)Cc1ccccc1	-11	0	1	2	1.8	10	-11	-19	16
Cc1ccc(N(CC(O)CN2CCCCC2)S(=O)(=O)c2ccccc2)cc1 (centres undefined)	-3	1	6	-9	1.3	6	4	-5	-13
CCN1CCN(Cc2cc(=O)oc3cc4c(cc23)CCC4)CC1	-1	0	9	-14	0.7	2	-4	-13	0
COc1ccc(NS(=O)(=O)c2ccc(C)c(C(=O)NCC(c3ccco3)N3CCCCC3)c2)cc1 (centres undefined)	15	1	10	-1	3.6	-14	3	0	0
O=C(O)CCC(NC(=O)C1CCCN1C(=O)OCc1ccccc1)C(=O)O (centres undefined)	1	1	-1	12	-0.1	4	-3	0	-6
CCCC(=O)Nc1c2c(nn1-c1ccc([N+](=O)[O-])cc1)CS(=O)(=O)C2	-1	0	-10	-3	0.9	-1	5	-3	1
Cc1ccc2nc(-c3ccc(NC(=O)CN4CCN(C(=O)c5ccco5)CC4)cc3)sc2c1	0	5	-4	-1	1.2	6	1	6	-5
CCC(=O)N[C@H]1C=C[C@H](CC(=O)OC)O[C@@H]1CO	-1	0	.	.	.	8	6	2	-4
CCC(CC)C1C(C#N)=C(N)Oc2cc(C)oc(=O)c21 (centres undefined)	-3	0	-13	-14	-0.1	11	0	1	3
Cc1nc2sccn2c(=O)c1S(=O)(=O)N1CCN(c2ccc(F)cc2)CC1	4	1	21	-12	0.5	3	-4	1	0
O=C(O)c1cc(O)c2c(c1)C(=O)c1cc(O)cc(O)c1C2=O	0	1	2	-2	-0.7	-6	0	0	1
O=[N+]([O-])c1ccc(N(c2ccccc2)c2ccccc2)cc1	-12	2	11	-22	2.0	2	-8	1	8
CCCCCCn1nc(C(=O)N(CCOC)c2c(N)n(CCCC)c(=O)[nH]c2=O)c2ccccc2c1=O	6	0	5	2	-0.6	-6	-2	-5	1
COc1cc(NS(=O)(=O)c2c(C)[nH]c(C)c2C(=O)N2CCCCC2)cc(OC)c1OC	6	1	10	-12	1.3	9	7	-3	5
O=C(NC(=S)Nc1ccc(Cc2ccncc2)cc1)c1ccccc1F	0	7	-3	5	3.4	-3	-1	-5	11
Cc1cc(C)n(-c2nnc(C)n2/N=C/c2cc(Br)ccc2OCc2ccccc2)n1	-11	1	2	-1	0.1	26*	-6	-8	4
COc1ccc(S(=O)(=O)N2CCN(c3ccc(F)cc3)CC2)cc1C(=O)N1CCCC1	-2	2	15	-12	3.0	-17	-1	-2	10
O=C1N=c2ccccc2=C1c1sc(NS(=O)(=O)c2ccccc2)nc1O	28*	-1	11	-4	-0.5	0	8	-2	4
CC(NC(=O)c1ccccc1Br)c1nnc(SCC(=O)NC2=NCCS2)n1C (centres undefined)	1	0	16	-18	0.8	0	-2	-2	19
Cc1cc(Nc2ccc(Br)cc2F)n2nc(C)nc2n1	4	-2	41*	1	-0.5	-9	3	-3	-4
COc1ccc(OC)c(S(=O)(=O)Nc2ccc(C(C)=O)cc2)c1	-7	0	4	3	3.9	16	-1	-2	5
CCc1ccc2[nH]c(=O)c(CN(Cc3ccc4c(c3)OCO4)Cc3nnnn3C3CCCC3)cc2c1	-4	6	32	-36	1.4	-13	-3	0	2
CS(=O)(=O)Nc1ccc(C2=NN(C(=O)c3cccc(F)c3)C(c3cccs3)C2)cc1 (centres undefined)	-2	1	6	-3	0.7	-5	-6	-4	11
O=c1[nH]c(-c2ccccc2)nc2sc(-c3ccccc3)cc12	3	1	-4	-1	0.5	-3	4	0	5
Cc1cc(C)c(-c2c(O)c3cnn(-c4ccccc4)c3[nH]c2=O)c(C)c1	7	0	26	-11	0.4	-6	-1	0	6
NC(=O)[C@H]1CC2(CC(c3cccc(NC(=O)COc4ccc(Cl)cc4)c3)=NO2)CN1C(=O)c1ccc(Cl)cc1 (some centres undefined)	7	1	5	-4	-0.5	10	0	-4	15
CCc1cc(=O)oc2c(C)c(OCC(=O)NCCN3CCOCC3)ccc12	-4	0	15	-18	1.2	7	-2	-2	9
Cc1nc2ccccc2n1C1CCN(CC(=O)Nc2ccccc2Br)CC1	-13	17	1	5	3.8	0	4	5	-9
CCN(CC)C(=O)[C@H]1CC(CC(=O)NC/C=C(\C)CCC=C(C)C)C(=O)N2CCc3c([nH]c4ccccc34)[C@]12C (some centres undefined)	3	-1	17	-20	0.0	-14	-1	0	-1
Cc1ccc(C(=O)NNC(=O)c2ccccc2O)cc1S(=O)(=O)N1CCCCC1	0	5	7	-12	4.0	8	0	0	-4
COc1cc(C(C)=O)ccc1OCC(O)CN1CCN(c2ccccn2)CC1 (centres undefined)	-1	1	-21	18	0.0	-7	-1	-13	13
CCOc1ccc(/C=C2/SC(=S)N(CCC(=O)Nc3ccc(C(=O)O)cc3)C2=O)cc1	14	0	-14	14	-0.2	0	5	-4	-6
